PGE2 EP2 inh: human EP2 receptor antagonists, primary screen, TR-FRET cAMP, C6 glioma cells; Prostaglandin E2 receptor EP2 subtype (Homo sapiens), P43116; C6 glioma cells expressing human EP2; cells stimulated with saturating PGE2; inhibition, % at 25 µM; hit rate 0.52% among 260,000; AID 1422, 2008;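 active means percent inhibition above 40 after rounding to a whole number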;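 further: rat C6 glioma host cells with rolipram phosphodiesterase inhibitor present; the protocol text gives 20 µM as final concentration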
Target sequence (P43116 whole entry, looked up): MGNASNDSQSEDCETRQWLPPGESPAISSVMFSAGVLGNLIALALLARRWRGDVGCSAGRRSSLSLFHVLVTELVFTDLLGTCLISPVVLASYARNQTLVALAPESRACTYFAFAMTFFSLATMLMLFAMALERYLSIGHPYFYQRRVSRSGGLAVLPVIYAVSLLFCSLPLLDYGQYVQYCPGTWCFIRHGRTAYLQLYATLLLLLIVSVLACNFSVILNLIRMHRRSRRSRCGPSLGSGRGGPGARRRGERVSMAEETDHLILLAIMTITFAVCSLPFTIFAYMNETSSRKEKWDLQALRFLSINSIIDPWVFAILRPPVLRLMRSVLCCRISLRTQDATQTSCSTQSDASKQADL
EP2 modulator: EP2 receptor modulators, cAMP readout, primary screen, cell-based, HTRF cAMP, PGE2 stimulation; Prostaglandin E2 receptor EP2 subtype (Homo sapiens), P43116; hit rate 0.83% among 260,000; induction, % at 25 µM; EP2-expressing cells, cAMP HTRF FRET, PGE2 co-stimulation; AID 940, 2007;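 active means compounds whose cAMP rise, as percent of the full-agonist control response, exceeds 60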;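 further: rat C6 glioma line stably carrying human EP2 under a CMV promoter; the protocol text gives 20 µM as final concentration; 100% = response of wells given 1 µM PGE2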
* marks the source's active call; other numbers are inactive results; & = joins results of further samples.

Molecule	PGE2 EP2 inh	EP2 modulator
Cc1c(Cl)cccc1NC(=O)CSc1nc(O)cc(=O)[nH]1	10	-9
O=C(C1CC1)N1CCN(c2nc(-c3ccc(Cl)cc3)cs2)CC1	5	-23
CN1CCN(C(=O)CCn2c(-c3ccccn3)cc3cccnc32)CC1	8	2
CCOc1cc(C2C(C(=O)OC)=C(c3ccccc3)Nc3ncnn32)ccc1OC (centres undefined)	3	-2
CCC(C)NC(=O)C1CC(c2c(F)cccc2Cl)=NO1 (centres undefined)	6	10
CCOc1ccccc1NC(=O)CSc1nc(Cc2ccccc2)nc2ccccc12	10	79*
CC1CCN(S(=O)(=O)N2CCN(CC(O)c3cn(C)c4ccccc34)CC2)CC1 (centres undefined)	5	-97
CC(C)c1nc(SCC(=O)Nc2nc3ccccc3s2)c2ccccc2n1	10	12
Cc1ccc(OCC(=O)Nc2sc3c(c2C#N)CCCC3)cc1Cl	10	-22
CCOC(=O)c1[nH]c2ccc(F)cc2c1NC(=O)OC	11	-21
Cc1cc(C)cc(N(C(=O)c2cnccn2)C(C(=O)NC2CCCC2)c2cccs2)c1 (centres undefined)	8	7
Cc1ccc(C(O)CN2CCC(O)(c3ccc4c(c3)OCO4)CC2)cc1C (centres undefined)	9	-86
O=C(CSc1nc2ccccc2c(=O)[nH]1)N(C1CCCCC1)C1CCCCC1	5	59
Cc1ccc(C(=O)Nc2ccc(N3CCN(C(=O)c4ccco4)CC3)cc2)c(C)c1	7	-4
NC(=O)C[C@@H](N)c1nn[nH]n1	7	8
Cn1c(SCC(=O)Nc2ccccn2)nc2ccccc21	9	14
[Cu].c1ccc2c(c1)-c1nc-2nc2[n-]c(nc3nc(nc4[n-]c(n1)c1ccccc41)-c1ccccc1-3)c1ccccc21	54*	1
CCOc1ccccc1NC(=O)CSc1nnc(-c2cccs2)n1C	1	-43
CCCc1cc(=O)[nH]c(SCC(=O)Nc2ccccc2OC)n1	7	-11
Cc1nc2ccccn2c1C(=O)Nc1cccc(O)c1	6	-45
NC(N)=NC[C@H](N)C(=O)O	13	9
CCOC(=O)c1c(NC(N)=O)sc2c1CCCC2	10	-4
CCc1ccc2nc3sc(C(=O)NCc4ccc5c(c4)OCO5)c(N)c3cc2c1	14	-71
CCN1CCC(O)([C@H](C(=O)O)c2ccccc2)CC1	12	-19
Cc1ccc2[nH]c(=O)c(CN(Cc3ccco3)Cc3nnnn3C3CCCCC3)cc2c1	5	52
CC(=O)Nc1ccc(C(=O)Nc2nc3ccc(Cl)cc3s2)cc1	15	-1
O=c1[nH]c(=O)n(-c2ccc(Cl)cc2)c(O)c1C=Nc1ccccc1O	11	-37
C[N+](C)(CCCCCC[N+](C)(C)CCCN1C(=O)c2cccc3cccc(c23)C1=O)CCCN1C(=O)c2cccc3cccc(c23)C1=O	13	12
CC(C)c1ccc(NC(=O)CN(c2ccc3c(c2)OCO3)S(C)(=O)=O)cc1	17	-5
COc1ccccc1N1CCN(C(c2nnnn2C2CCCC2)C(C)C)CC1 (centres undefined)	9	7

The closing 7 entries of the part above come first, to join the parts.
Molecule	PGE2 EP2 inh	EP2 modulator
CCN1CCC(O)([C@H](C(=O)O)c2ccccc2)CC1	12	-19
Cc1ccc2[nH]c(=O)c(CN(Cc3ccco3)Cc3nnnn3C3CCCCC3)cc2c1	5	52
CC(=O)Nc1ccc(C(=O)Nc2nc3ccc(Cl)cc3s2)cc1	15	-1
O=c1[nH]c(=O)n(-c2ccc(Cl)cc2)c(O)c1C=Nc1ccccc1O	11	-37
C[N+](C)(CCCCCC[N+](C)(C)CCCN1C(=O)c2cccc3cccc(c23)C1=O)CCCN1C(=O)c2cccc3cccc(c23)C1=O	13	12
CC(C)c1ccc(NC(=O)CN(c2ccc3c(c2)OCO3)S(C)(=O)=O)cc1	17	-5
COc1ccccc1N1CCN(C(c2nnnn2C2CCCC2)C(C)C)CC1 (centres undefined)	9	7
COc1ccc(-c2cc(C(F)F)n3ncc(C(=O)N(C)C4CCCCC4)c3n2)cc1	13	-54
COC1CCC(C(=O)N2CCC(O)(c3cccnc3)CC2)CC1 (centres undefined)	5	0
COc1cccc(C(=O)N2CCN(Cc3ccc(OC)c(OC)c3OC)CC2)c1	11	20
Cc1cc(C)c2[nH]c(=O)c(CN(C(=S)NCCc3ccccc3)C3CCCCC3)cc2c1	7	-5
O=[N+]([O-])c1ccc(Nc2ccc3c(c2)OCO3)nc1	10	-34
CNCCNS(=O)(=O)c1cccc2cnccc12	13	37
CCN(CC)S(=O)(=O)c1ccc(N2CCC(CNC(=O)C3CCCO3)CC2)cc1 (centres undefined)	5	-25
COc1cc(/C=C2\SC(=S)N(CCC(=O)NN3CCOCC3)C2=O)cc(OC)c1OC	15	9
CC(NC(=O)c1ccc2c(c1)NC(=O)C(C)(C)O2)c1ccc2c(c1)CCC2 (centres undefined)	4	-85
CCCCCC[C@@H]([C@@H](C)O)n1cnc2c(N)ncnc21	18&8	19
O=C(/C=C/c1cccs1)c1ccc(NC(=O)c2cccs2)cc1	13	-25
CCOC(=O)c1c(-c2ccccc2)csc1NC(=O)COC	7	80*
CCn1nnc(NC(=O)COc2ccc(C)cc2)n1	3	-32
O=C(O)CC1=NNC(=O)C2C=CC=CC12 (centres undefined)	9	-4
COc1ccccc1CNC(=O)C(=O)NCc1ccc2c(c1)OCO2	5	12
CCOc1ccccc1NC(=O)c1sc(NC(=O)c2ccccc2F)c(C(=O)OC)c1C	12	13
O=C(Nc1ccc(Br)cc1)C1CCCN(c2ncccn2)C1 (centres undefined)	12	-78
Cc1nccc(-c2cccc(NCc3cccs3)c2)n1	4	-70
COc1ccc([C@@H](Nc2ccccn2)c2cc(C(C)(C)C)cc(C(C)(C)C)c2O)cc1	46*	36
COc1cc2c(cc1NC(=O)c1nc3ncccn3n1)oc1ccccc12	9	-34
CC1c2ccsc2CCN1Cc1cccc(Oc2ncccn2)c1 (centres undefined)	7	-2
CCC(C)N1CCN(C(=O)c2cccc(OC)c2)CC1 (centres undefined)	16	-20
COCc1nnc(NC(=O)CCCOc2ccc(OC)cc2)s1	10	4
CC(=O)c1cn(CC(=O)O)c2ccccc12	6	8
O=C1OC2(CCCC2)OC(=O)C1=Cc1ccc(Cl)cc1Cl	25	-53
Nc1ccn([C@H]2O[C@H](CO)[C@@H]3[O][Sn]([c]4ccccc4)([c]4ccccc4)[O][C@@H]32)c(=O)n1	42*	22
CC(C)N(C(=O)Cn1nc(-c2ccncc2)oc1=O)C(C)C	2	-44
CCOc1ccccc1NC(=O)c1sc(NC(=O)CC)c(C(=O)OC)c1C	22	13
COc1ccc(-c2cc(C(F)(F)F)nc(SCCC(=O)N3CCCCCC3)n2)cc1	8	-21
COc1cc2c(cc1OC)C(c1ccccc1)N(CC1=CCCOC1)CC2 (centres undefined)	9	12

Later entries
Molecule	PGE2 EP2 inh	EP2 modulator
COc1ccc(CSc2nnc(-c3ccc(OC)c(OC)c3)n2C)cc1	9	6
Cc1cc2cc(CN(C(=S)NCC3CCCO3)C3CCCCC3)c(=O)[nH]c2cc1C (centres undefined)	14	-35
CC1CCCN(c2nc3c(c(=O)[nH]2)CCN(Cc2cccc4nccnc24)C3)C1 (centres undefined)	11	-34
COc1ccc(-c2nnc(SCC(=O)N3CCCC(C)C3)o2)cc1 (centres undefined)	19	12
O=C(C1CCCO1)N1CCc2nc(N3CCCCC3)[nH]c(=O)c2C1 (centres undefined)	1	7
Cc1ccc(NS(=O)(=O)c2ccc3c(c2)OCCO3)c(C)c1	8	-99
Cc1cc(C)c2cc(CN(Cc3ccco3)C(=O)c3ccccc3)c(=O)[nH]c2c1	6	18
CC(NC(=O)c1ccccc1Cl)c1n[nH]c(=S)n1C (centres undefined)	3	-4
COc1ccc(NC(=O)CSc2nnc(-c3ccc(O)cc3)n2C)cc1	12	-8
O=C(O)c1ccc(S(=O)(=O)Nc2ccc3oc(=O)sc3c2)cc1	6	-18
Cc1cc2cc(CN(CCO)C(=S)NCC3CCCO3)c(=O)[nH]c2cc1C (centres undefined)	13	-11
CC(=O)O[C@@H]1CC2C(C)(CC[C@H](O)C2(C)C)C2CC[C@]3(C)C(=CC(=O)O[C@H]3c3ccoc3)C21C (some centres undefined)	14	-4
OC1(C2CNc3ccccc3C2)CCNCC1 (centres undefined)	8	-73
Cc1ccc(O)c(CN(CCCn2ccnc2)Cc2ccccc2F)c1	10	13
COC(=O)[C@@]1(C)CCC[C@]2(C)c3ccc(O)c(C(C)C)c3CCC12 (some centres undefined)	13	10
COc1ccccc1OCc1nnc(SCC(=O)Nc2cc(C)cc(C)c2)n1C	7	-24
Cc1ccc(C(=O)Nc2ccc(N3CCN(S(C)(=O)=O)CC3)cc2)c(C)c1	9	6
O=C(CN(C(=O)CNC(=O)c1cccs1)c1ccc(F)cc1)NC1CCCC1	12	-5
CCCn1c(SCC(=O)Nc2cccc(F)c2)nnc1-c1ccco1	18	-29
COc1ccc(-c2nc3cnccn3c2NCc2cccs2)cc1CN1CCOCC1	19	-18
CN(C)CCC=C1c2ccccc2C=Cc2ccccc21	10&12&12	-19&12&-10
CCOc1ccc(N(Cc2cc3cc(C)ccc3[nH]c2=O)C(=O)COC)cc1	10	-7
COc1ccc(-c2ccccc2)cc1CN(Cc1ccc2c(c1)OCO2)CC(C)O (centres undefined)	-1	-8
CC(C)(C)NC(=O)CN(Cc1ccc2c(c1)OCO2)C(=O)Cn1nnc(-c2ccc(F)cc2)n1	8	-114
O=[N+]([O-])c1ccc([C@@H](Nc2ccccc2)c2ccc3cccnc3c2O)cc1	7	33
Cc1sc(-c2cc3cc(Cl)ccc3oc2=O)nc1-c1ccccc1	11	14
CCOc1ccc(-c2csc3ncn(CC(=O)Nc4ccccc4OC)c(=O)c23)cc1	5	13
COc1cccc(N(C(=O)Cn2nnc(-c3ccc(F)cc3)n2)C(C)C(=O)NC2CCCC2)c1 (centres undefined)	15	19
O=C(CSc1nc2ccc(Cl)cc2[nH]1)Nc1ccccc1F	3	-25
COc1cc(NC2=NS(=O)(=O)c3ccccc32)c(OC)cc1Cl	9	-19

Later entries
Molecule	PGE2 EP2 inh	EP2 modulator
NCCCn1c2c(c3ccccc31)CCCC2	6	-66
COc1ccc(S(=O)(=O)N(CC(=O)NCc2ccncc2)c2ccccc2)cc1OC	7	-2
Cn1c(CN)nc2ccccc21	9	5
CCCc1nc2ccccc2n1CC(O)COc1ccccc1 (centres undefined)	12	8
COc1ccc(NC(=O)c2ccc(OC(=O)c3cccs3)cc2)cc1	8	-23
CCOc1cc2c(cc1CN(C)CC1CCN(C)C1)OCO2 (centres undefined)	-1	2
Cc1[nH]c2ccc(-c3nnc(SCC(=O)N4CCCCCC4)o3)cc2c1C	9	-62
CCOC(=O)CNC(=O)CN(C(=O)c1snc(C(N)=O)c1N)c1cc(C)ccc1OC	8	6
COc1ccc(S(=O)(=O)N2CCC(C(=O)Nc3ccc(F)cc3F)CC2)cc1OC	4	-34
C=C1C(=O)OC2CC1C(OC(C)=O)C/C(C)=C/CC/C(C)=C/CC[C@]2(C)O (some centres undefined)	6	-9
COc1ccc(C(=O)Nc2ccc(N3CCN(C(=O)c4ccco4)CC3)cc2)cc1Cl	10	41
Cc1oc2c(c1CC(=O)NCc1nc(-c3ccccc3)no1)C(=O)CC(C)(C)C2	15	-4
CC1=C(CC(=O)O)c2cc(F)ccc2/C1=C\c1ccc(S(C)(=O)=O)cc1	12	-7
Cc1ccc(CN(CCCn2ccnc2)Cc2cnn(-c3ccc(F)cc3)c2)o1	5	-12
CS(=O)(=O)N1CCCc2cc(C(O)CN3CCN(c4ncccn4)CC3)ccc21 (centres undefined)	5	1
COc1ccccc1NC(=O)Cn1c(C)nc2ccc(NC(=O)C3CCCCC3)cc2c1=O	10	-16
CCCn1c(NCc2ccc(C)cc2)nc2c1c(=O)n(C)c(=O)n2C	8	-50
COC(=O)c1ccc(NC(=O)C(=O)N2CCN(C(=S)NCC3CCCO3)CC2)cc1 (centres undefined)	10	-21
CCN1CCN(C(=O)C(C)(C)Oc2ccc(Cl)cc2)CC1	3	-4
CN(C)S(=O)(=O)NCCN1CCCCC1	10	2
Cc1cccc(CN(Cc2cccnc2)C2CC(C)(C)NC(C)(C)C2)n1	12	-1
COc1ccc(CN(Cc2cc3ccc(OC)cc3[nH]c2=O)C(=O)Nc2ccccc2OC)cc1	8	-11
COC(=O)C1=C(C)N(C)C(C)=C(C(=O)OC)C1c1cccc(OC)c1OC	12	22
CC1(C)Nc2ccccc2C(=O)N1c1ccccc1	9	6
Nc1ccc(N=Nc2c(S(=O)(=O)O)cc3ccccc3c2S(=O)(=O)O)cc1	41*	18
CCOc1ccc2[nH]c(=O)c(CN(CCCO)Cc3nnnn3Cc3ccco3)cc2c1	12	-30
CCc1ccc2[nH]c(=O)c(CN(CCN(C)C)C(=S)Nc3ccccc3)cc2c1	17	-57
CCc1ccccc1NC(=O)CSc1nc2sc3c(c2c(=O)n1CCOC)CCC3	11	-22
CC(Sc1nc(-c2ccccc2)cc(C(F)(F)F)n1)C(=O)NCCCn1ccnc1 (centres undefined)	16	-19
CC(C)(CN1CCCCCC1)NCc1ccc(OCCO)cc1	3	-8
CCOc1cccc(NC(=O)c2snc3c(=O)[nH]c(C)nc23)c1	13	-15

These rows are one share of the data. The share of hits here may be higher or lower than overall.
